# ADAM10 inh: ADAM10 inhibition, QFRET primary screen | recombinant ADAM10, EDANS/DABCYL FRET peptide cleavage, 3 h | inhibition, % at 7 µM | actives 0.62% (n = 370,000) | AID 720582;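 active means inhibition above a per-campaign cutoff equal to the mean of compounds falling between control-based bounds plus 3 SD, cut at about 20% in these data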;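 further: 0% = DMSO wells while the 100% control is not disclosed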
# HGIII-sPLA2 inh: Inhibits HGIII-sPLA2 liposome hydrolysis, primary screen; inhibition, % at 12.2 µM; QFRET BODIPY PC-A2 liposome hydrolysis, fluorescence; actives 0.56% (n = 370,000); Q9NZ20;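 active means inhibition above mean plus 3 SD of compounds lying within the high and low control bounds, cut at about 19% in these data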;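 further: 0% = median of test compound wells and 100% = no enzyme DMSO wells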
# proKLK7 act: activators of human kallikrein-7 zymogen | P49862 | purified proKLK7, EDANS-DABCYL substrate fluorescence; 100% is mature enzyme control, 0% vehicle | activation, % at 7 µM | actives 0.9% (n = 370,000) | AID 652039;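 active means activation above the mean of all tested compounds plus 3 SD, computed per campaign excluding outliers beyond control limits, cut at about 13% in these data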
# rCAG binder: r(CAG) repeat RNA binding. TO-PRO-1 dye displacement fluorescence. inhibition, % at 3 µM. AID 651821. actives 1.3% (n = 370,000);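 active means inhibition above the plate cutoff, the mean of all test compounds on that plate plus 3 SD, cut at about 35% in these data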;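 further: 0% = DMSO alone and 100% = 100 µM mitoxantrone as full dye displacement; higher means more dye released from RNA so lower well fluorescence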
# ASAP1 GAP inh: inhibitors of human ASAP1 ArfGAP activity. Q9ULH1. AID 624377. actives 0.19% (n = 360,000). ASAP1-stimulated ARF1 GTP hydrolysis, GDP FP detection. inhibition, % at 16.5 µM; in the data active means inhibition above about 25%;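 further: 0% = vehicle with enzyme and substrate and 100% = no enzyme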
# FXN GAA850 act: increases GAA850 frataxin promoter reporter activity; HEK293 lucGAA850 FXN promoter luciferase reporter, 24 h; percent of 10 µM SAHA response; activation, % at 6 µM; actives 0.56% (n = 360,000); AID 540364;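 active means activation above the average of all compounds screened plus 3 SD, cutoff fixed separately per campaign, cut at about 7.5% in these data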;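 further: 0% = DMSO wells and 100% = 10 µM SAHA wells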
# GC-B act: GC-B (human) receptor activation. HEK293-GC-B cells, CNP EC30, cGMP TR-FRET; 0% at EC30 CNP, 100% saturating CNP. actives 0.11% (n = 370,000). activation, % at 10 µM;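 active means activation at 10 µM reaching about 35% in either raw or pattern-adjusted values, limit read from the data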
# Target sequence (P20594 whole entry, looked up): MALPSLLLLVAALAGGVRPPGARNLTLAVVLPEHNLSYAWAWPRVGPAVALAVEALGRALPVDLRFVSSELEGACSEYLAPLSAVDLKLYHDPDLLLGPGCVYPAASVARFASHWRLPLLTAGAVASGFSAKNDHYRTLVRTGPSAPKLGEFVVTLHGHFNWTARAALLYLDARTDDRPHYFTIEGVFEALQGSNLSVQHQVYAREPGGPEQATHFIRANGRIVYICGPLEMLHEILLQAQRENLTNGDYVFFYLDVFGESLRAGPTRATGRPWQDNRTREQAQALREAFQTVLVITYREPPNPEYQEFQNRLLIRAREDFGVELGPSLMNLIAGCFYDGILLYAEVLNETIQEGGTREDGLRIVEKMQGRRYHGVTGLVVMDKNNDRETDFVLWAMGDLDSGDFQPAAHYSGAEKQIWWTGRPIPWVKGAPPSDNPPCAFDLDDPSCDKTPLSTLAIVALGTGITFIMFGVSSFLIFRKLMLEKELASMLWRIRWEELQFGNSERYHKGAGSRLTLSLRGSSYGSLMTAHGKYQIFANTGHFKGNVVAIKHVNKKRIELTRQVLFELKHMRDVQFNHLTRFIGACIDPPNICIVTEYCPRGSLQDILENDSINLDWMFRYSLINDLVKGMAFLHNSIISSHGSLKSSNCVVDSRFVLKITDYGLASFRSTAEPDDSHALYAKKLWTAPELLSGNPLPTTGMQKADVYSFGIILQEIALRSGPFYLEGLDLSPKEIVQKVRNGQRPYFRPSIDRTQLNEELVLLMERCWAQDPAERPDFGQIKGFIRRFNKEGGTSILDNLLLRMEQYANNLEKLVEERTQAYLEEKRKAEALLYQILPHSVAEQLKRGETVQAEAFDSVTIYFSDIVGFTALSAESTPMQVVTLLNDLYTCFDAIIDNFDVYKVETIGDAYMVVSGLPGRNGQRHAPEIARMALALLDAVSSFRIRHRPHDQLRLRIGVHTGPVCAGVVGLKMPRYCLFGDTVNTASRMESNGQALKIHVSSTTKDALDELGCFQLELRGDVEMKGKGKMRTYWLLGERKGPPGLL
# NPR1 activator: GC-A (human) enzyme activation | P16066 | HEK293 GC-A cells, cGMP TR-FRET, EC30 ANP; 0% at EC30 ANP, 100% saturating ANP | activation, % at 10 µM | actives 0.14% (n = 370,000); in the data active means activation above about 40%
# DDE Tn6 FP inh: inhibitors of Tn6 peptide binding to human fibrin DD(E); Fibrin DD(E) TRITC-Tn6 fluorescence polarization displacement; actives 0.21% (n = 370,000); inhibition, % at 8.3 µM; AID 720509;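 active means inhibition above a per-campaign cutoff: mean of compounds within control limits plus 3 SD, cut at about 15% in these data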;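 further: 0% = median of all compound wells on the plate and 100% = blocking peptide control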
# ARFGAP1 inh: inhibitors of rat ARFGAP1 | inhibition, % at 16.5 µM | Q62848 | actives 0.26% (n = 360,000) | Arfgap1-stimulated ARF1 GTP hydrolysis, GDP FP detection;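 active means inhibition above a per-plate limit, mean inhibition of low control wells plus 3 SD, cut at about 25% in these data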;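 further: 0% = DMSO wells with enzyme and 100% = wells lacking Arfgap1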
#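 Material – truncated rat Arfgap1 GAP domain · Buffer or medium – HEPES-based buffer, pH 7.5 · Reagent – human ARF1(Δ1-17)-GTP substrate · Dosing – 16.5 µM single point, 1.26% DMSO · Schedule – GTP hydrolysis reaction 2 h at 25 °C · Technique – GDP detection by fluorescence polarization · Benchmarks – No-Arfgap1 wells (100%) versus DMSO full-reaction wells (0%) · Repeats – single replicate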
# * hit, by the source's call; · = not tested or not shown. This is a random part of the collection. Share with any hit: about 4.5%.
SMILES,ADAM10 inh,HGIII-sPLA2 inh,proKLK7 act,rCAG binder,ASAP1 GAP inh,FXN GAA850 act,GC-B act,NPR1 activator,DDE Tn6 FP inh,ARFGAP1 inh
CSCC[C@H](NC(=O)OC(C)(C)C)c1nnc(SCc2ccccc2)o1,8.9,0.2,-0.1,-11.1,-1.6,1.7,0.4,-2.4,1.7,-3.3
COc1ccccc1C(=O)COC(=O)CNS(=O)(=O)c1ccc(C)c(C)c1,-8.5,-4.5,-0.2,-3.9,5.7,3.0,2.2,-0.4,-1.2,6.5
Cc1cccc(CSCc2ccc(C(=O)NC3CCCC3)o2)c1,2.0,4.4,0.3,1.9,-11.7,2.0,-0.5,1.6,-1.4,4.2
CN(C)/C=N/NC(=O)c1ccccc1,-6.6,15.1,0.3,-1.3,-5.5,7.0,1.4,-1.7,-6.8,5.7
CCOc1cc(/C=C2/NC(=O)NC2=O)cc(Br)c1OCc1ccc(C(=O)O)cc1,-12.8,-13.6,0.6,18.4,5.1,-1.0,6.5,-5.2,-2.2,-3.8
O=C(c1ncn(Cc2ccccc2)c1C(=O)N1CCN(c2ccccc2)CC1)N1CCN(c2ccccc2)CC1,-1.0,-2.5,0.3,-2.8,-12.6,-3.0,0.1,1.7,-1.6,7.0
CC(=O)Nc1ccc(NC(=S)NC(=O)/C=C/c2ccco2)cc1,-9.0,7.8,-0.6,22.4,-1.8,0.6,-1.3,-6.4,-0.6,8.7
Cc1cc(C)cc(NC(=S)N2CCN(CCO)CC2)c1,-0.3,-1.6,-0.2,-0.4,1.8,1.5,-2.5,4.9,7.7,-12.6
S=c1[nH]nc(CCc2nc3ccccc3[nH]2)n1-c1cccc(Cl)c1,0.9,10.4,-0.1,-1.5,0.6,0.9,1.7,1.4,1.9,0.0
CCN1C(=O)CS/C1=C(\C#N)S(=O)(=O)c1ccccc1,-3.0,-17.9,0.9,16.9,12.4,1.5,5.9,-1.1,0.2,-1.9
CC(=O)Nc1cccc(NC(=O)CSc2nc(=O)n(CCN3CCOCC3)c3c2CCCC3)c1,4.5,5.7,0.0,-2.5,-12.8,-0.1,0.2,3.3,0.6,-1.3
c1ccc(CCCCc2ccncc2)cc1,-4.0,1.9,-0.4,-0.9,1.6,0.0,4.2,0.1,0.0,5.4
N=c1c2cn[nH]c2nc(SCC(=O)c2ccc(Br)cc2)n1-c1ccc(Br)cc1,-3.7,5.0,-0.4,5.7,1.5,0.5,9.4,-1.5,-6.5,-5.1
C=CCC[C@@H](Cc1ccc(F)cc1)C(=O)OC[C@H](C)NC(=O)[C@H](CC=C)CC(=O)N(CCO)Cc1ccccc1,4.2,-31.6,0.1,-3.7,-5.4,-3.5,-0.5,-2.5,-11.0,-2.7
COC(=O)c1sc(=S)sc1C(=O)OC,-1.6,-7.7,1.1,2.8,-12.2,-0.5,8.7,4.8,0.2,4.3
Cc1cccc(C)c1NS(=O)(=O)c1ccc(F)cc1,4.5,-10.9,0.2,0.4,-12.0,-1.2,1.6,0.1,-11.0,-0.7
O=C(CCCOc1ccc(Cl)cc1Cl)NCCCO,-0.4,-2.9,0.4,-2.4,11.2,3.4,2.9,18.4,1.6,-8.3
COc1ccc(CC(=O)O/N=C(\N)c2ccccc2)cc1OC,0.6,-0.5,-0.2,-5.0,7.3,5.6,5.5,7.8,0.1,15.5
C#CCOCCOCCOCCNc1nc(N2CCN(C(=O)Cn3cc(CCCN=C(N)N)nn3)CC2)nc(N2CCN(C(=O)[C@H](CCCCN)n3cc(CCCC)nn3)CC2)n1,6.2,6.9,-0.2,8.8,-2.5,-2.6,-0.2,4.5,8.7,3.3
COc1ccc2c(c1)C(C)CC(C)(C)N2C(=O)Nc1ccccc1 (configuration not stated),-1.5,8.3,-0.2,-2.7,12.2,-0.2,1.1,1.7,1.2,3.0
CCc1nc2ccccc2n1CC(O)COCC1CC=CCC1 (configuration not stated),-0.2,-3.5,0.0,-5.5,6.9,0.1,-5.4,-4.0,-0.5,-7.6
CCCC(=O)N(C)c1nnc(-c2ccc(OC)cc2)s1,4.5,3.8,-0.3,-6.3,-13.1,0.9,0.9,-4.1,3.0,12.4
Cc1ccc(S(=O)(=O)N(C)c2ccccc2C(=O)Nc2ccc3c(c2)OCCO3)cc1,6.7,-4.0,1.0,5.5,3.3,-2.3,-1.1,-3.0,2.0,3.3
C=CCNC(=O)/C(=C/c1ccccc1OCC)NC(=O)c1ccccc1,-1.8,15.3,-0.4,-3.6,-4.1,0.1,-3.1,-0.4,2.4,4.2
CN(C)c1cc[n+](CC(=O)N2c3ccccc3Sc3ccccc32)cc1,-3.7,1.6,0.0,3.9,14.4,0.1,0.4,5.5,-1.4,7.3

# Following part:
SMILES,ADAM10 inh,HGIII-sPLA2 inh,proKLK7 act,rCAG binder,ASAP1 GAP inh,FXN GAA850 act,GC-B act,NPR1 activator,DDE Tn6 FP inh,ARFGAP1 inh
COc1c(O)ccc(/C=N/NC(=O)c2ccc3c(c2)OCCO3)c1[N+](=O)[O-],-9.6,6.8,-0.5,0.7,-1.4,7.7*,-1.5,-1.9,-4.0,-8.5
CC1CCN(C(=O)Oc2ccccc2)CC1,-3.7,6.6,-0.2,-0.9,1.3,3.2,6.2,10.2,-0.8,4.8
COCCCn1c(=S)[nH]c2ccc(N3CCOCC3)cc2c1=O,-235.1,5.5,58.3*,-5.7,-3.0,2.1,-4.1,-4.0,3.4,-7.9
O=C(COC(=O)CCSc1ccc(Cl)cc1)NCc1ccccc1Cl,14.3,-8.5,-0.3,-7.9,-6.7,1.7,3.8,0.3,1.2,5.0
Cc1cccc(OCCC(=O)OC(C)C(=O)Nc2ccc(Cl)cn2)c1 (configuration not stated),-0.7,-4.5,0.3,-6.9,-0.4,-0.1,-11.9,0.4,7.4,5.8
O=c1c2cc(NC(=S)N3CCCCCC3)ccc2nc2n1CCCCC2,-13.4,5.5,0.3,-1.0,-14.2,0.1,-4.0,-1.6,-4.7,-3.6
OCCCCNCc1ccc(OCc2ccc(Cl)cc2)cc1,-6.9,15.3,-0.4,4.7,6.2,4.1,2.1,4.7,0.4,20.0
C=CCC1(Cl)C(=O)C(Cl)=C(N2CCOCC2)C1(OC)OC (configuration not stated),6.4,6.2,0.7,-3.5,-5.6,1.1,5.7,1.9,1.9,-7.1
Cc1ccc(NC(=O)COC(=O)C2CCC2)cc1S(=O)(=O)N1CCOCC1,-5.5,-8.8,0.4,6.8,-4.1,-1.3,0.9,3.3,0.7,7.7
CCNC(=O)N(C)c1c(CC)nc2ccc(C(=O)N3CCN(C(=O)c4ccco4)CC3)cn12,-2.6,0.7,-0.2,0.7,-1.5,-2.7,2.7,4.0,-4.4,-5.4
CN(C)/N=C1\CCS(=O)(=O)c2sccc21,1.9,1.9,-0.2,-4.7,2.5,-0.2,2.9,-1.0,-7.7,-0.8
CN(CCc1cnn(C)c1)Cc1nc(CC2CC2)no1,-0.7,-2.0,0.2,-3.1,9.3,1.3,4.7,1.4,-7.2,14.9
O=C(Cc1n[nH]c(=O)c2ccccc12)NCc1ccccc1,6.7,8.9,-0.3,-7.0,-2.9,2.7,-1.9,-0.7,-10.2,2.4
CC(On1c(-c2ccccc2)nc2ccc(Cl)cc21)C(=O)O (configuration not stated),-5.8,1.6,-0.1,3.9,-2.1,7.5,1.3,4.1,6.3,-3.6
Cc1ccsc1-c1ccnc(-n2cccc2)n1,-284.5,2.6,-3.9,6.7,4.7,-2.6,2.8,-2.4,2.9,1.0
COc1cccc(CNC(=O)[C@H](CCSC)NC(=O)N2CCn3c2nc2ccccc23)c1,-4.3,2.5,-0.3,0.7,5.4,0.9,-4.5,-5.9,-4.2,4.6
C#CCOCCOCCOCCNc1nc(N2CCN(C(=O)[C@H](CCCCN)n3cc(CN)nn3)CC2)nc(N2CCN(C(=O)[C@H](CC(N)=O)n3cc(C(N)[C@H](C)CC)nn3)CC2)n1 (some centres not stated),2.2,2.9,0.3,5.2,16.1,-0.7,1.9,4.7,4.3,-4.8
CCOc1cccc2cc(C(C)=O)oc12,13.5,4.2,0.3,1.4,6.5,-0.7,3.7,3.0,-5.6,-3.6
Cc1cccc(-c2nc3ccccc3c3nncn23)c1,1.2,-50.5,0.4,-0.3,-10.4,3.1,-1.2,2.6,-0.4,7.1
CCOc1cc(/C=N\NC(=O)c2ccc(NC(=O)CC)cc2)ccc1OC(=O)c1ccccc1,-5.8,3.0,2.5,0.2,0.9,-0.1,-3.8,-1.6,-4.2,-1.5
O=C(Nc1ccc(Cl)c(S(=O)(=O)N2CCCC2)c1)c1nn(CCO)c(=O)c2ccccc12,-18.8,-11.5,0.4,10.8,7.6,0.6,1.1,-2.3,-3.0,19.5
COc1ccc(-n2c(C)nc3cc(C(=O)N4CCOCC4)ccc32)cc1,5.2,1.1,0.6,-7.4,-13.8,0.1,6.5,3.9,3.9,7.2
Cn1c(=O)c2c(C(=O)O)cc(-c3ccccc3)nc2n(Cc2ccccc2)c1=O,-66.2,1.7,37.5*,16.6,-16.4,-0.7,0.7,2.1,0.6,-1.7
Cc1ccc(CSc2nnc(NC(=O)C3COc4ccccc4O3)s2)cc1 (configuration not stated),2.0,-11.8,0.2,22.9,6.2,-1.5,1.2,1.4,0.0,5.4
Cc1ccc2[nH]c(=O)c3cc(C(=O)N(C)c4ccccc4C)sc3c2c1,-3.8,6.7,-0.4,1.0,2.9,1.6,14.0,20.8,2.1,-1.7
CC(=O)Nc1cccc(NC(=O)C(C)N2c3cccc4cccc(c34)S2(=O)=O)c1 (configuration not stated),-83.4,-11.0,1.3,10.8,0.1,1.1,4.2,-5.0,-4.1,1.0
O=C(CCN1CCOCC1)NNC(=S)NC(=O)c1ccc(Br)cc1,15.4,-2.5,-0.6,-0.6,-8.9,-1.4,1.3,-3.0,-5.0,6.2
Cc1ccc(S(=O)(=O)N2C3CC(c4ccccc4)N(S(=O)(=O)c4cccc(Cl)c4)CC3C(=O)C[C@H]2c2ccccc2)cc1 (some centres not stated),-10.9,5.0,0.6,6.0,2.0,·,7.5,-0.1,-4.0,12.2
CCCOC(=O)c1c(NC(=O)/C=C/c2cnn(C)c2C)sc(C(=O)OCC)c1C,-15.9,-6.9,0.4,4.1,5.2,1.3,-1.8,-1.4,3.1,2.7
O=C(C1CCC(CNS(=O)(=O)c2cccs2)CC1)N1CCN(c2ccc(F)cc2)CC1 (configuration not stated),8.7,-6.8,-0.3,-3.0,3.9,-2.1,5.0,4.4,0.5,6.2

# 3 entries out of the list, sorted by heavy-atom count, smallest number first:
SMILES,ADAM10 inh,HGIII-sPLA2 inh,proKLK7 act,rCAG binder,ASAP1 GAP inh,FXN GAA850 act,GC-B act,NPR1 activator,DDE Tn6 FP inh,ARFGAP1 inh
CC(On1c(-c2ccccc2)nc2ccc(Cl)cc21)C(=O)O (configuration not stated),-5.8,1.6,-0.1,3.9,-2.1,7.5,1.3,4.1,6.3,-3.6
Cc1ccc(NC(=O)COC(=O)C2CCC2)cc1S(=O)(=O)N1CCOCC1,-5.5,-8.8,0.4,6.8,-4.1,-1.3,0.9,3.3,0.7,7.7
O=C(Nc1ccc(Cl)c(S(=O)(=O)N2CCCC2)c1)c1nn(CCO)c(=O)c2ccccc12,-18.8,-11.5,0.4,10.8,7.6,0.6,1.1,-2.3,-3.0,19.5

# Screening results deposited in PubChem by several laboratories.
